Screening data: PubChem BioAssay, several laboratories
PriA SSB inh: blocks PriA binding to SSB C-terminal tail; AlphaScreen SSBct-PriA binding, biotinylated peptide; AID 1272365; hit rate 0.6% among 430,000; inhibition, % at 33 µM; in the data active = inhibition mostly above about 37%, no sharp cut-off; inactive = mostly below about 20%;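 note: plate controls were negative control peptide for no effect and reference peptide for full effect; strong numbers were not always called active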
MazF activator: activators of E. coli MazEF toxin-antitoxin RNase. P0AE70. FAM/BHQ RNA-DNA oligo cleavage fluorescence, 5 h. activation, % at 20 µM. hit rate 0.32% among 350,000; in the data active = activation above about 50%
Target sequence (P0AE70 whole entry, looked up): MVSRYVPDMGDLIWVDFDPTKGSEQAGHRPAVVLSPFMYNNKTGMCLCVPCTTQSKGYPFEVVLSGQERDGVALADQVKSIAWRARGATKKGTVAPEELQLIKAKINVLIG
Rv3671c inh: Rv3671c (M. tuberculosis) protease inhibition; hit rate 0.048% among 320,000; inhibition, % at 5.96 µM; AID 2606; in the data active = inhibition above about 38%;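 note: extracellular domain of Rv3671c used as enzyme; 0% = enzyme with DMSO and 100% = no enzyme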
Target sequence (P9WHR9 whole entry, looked up, the tested form may be a part): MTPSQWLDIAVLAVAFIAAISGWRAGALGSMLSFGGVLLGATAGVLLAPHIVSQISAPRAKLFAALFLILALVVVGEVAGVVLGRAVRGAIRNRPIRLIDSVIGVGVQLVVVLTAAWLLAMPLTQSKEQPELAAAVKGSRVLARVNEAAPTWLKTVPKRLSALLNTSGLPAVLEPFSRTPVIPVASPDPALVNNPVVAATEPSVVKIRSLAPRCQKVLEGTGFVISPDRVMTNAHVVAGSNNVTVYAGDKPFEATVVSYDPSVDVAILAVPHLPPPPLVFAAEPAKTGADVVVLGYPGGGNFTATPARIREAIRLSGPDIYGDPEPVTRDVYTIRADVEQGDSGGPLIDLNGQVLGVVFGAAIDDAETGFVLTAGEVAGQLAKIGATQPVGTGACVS
Mtb UGM inh: inhibitors of M. tuberculosis UDP-galactopyranose mutase; P9WIQ1; purified UGM, fluorescence polarization probe displacement; inhibition, % at 10 µM; hit rate 0.06% among 320,000; AID 504406; in the data active = inhibition above about 10%, passing the limit was not always enough; inconclusive = no clear call, values can overlap the other calls
SARS 3CLpro inh: SARS-CoV 3CLpro protease inhibition | recombinant SARS-CoV 3CLpro, quenched FRET peptide cleavage | AID 1706 | P0C6X7 | hit rate 0.14% among 290,000 | inhibition, % at 6 µM; in the data active = inhibition above about 12%
GDH-TPI counter: GDH-TPI coupled enzyme inhibition counter-screen; inhibition, % at 4.8 µM; hit rate 1.2% among 360,000; GDH-TPI coupled enzyme counterscreen, NADH absorbance; in the data active = inhibition above about 30%;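 note: 0% = DMSO wells and 100% = wells lacking the enzyme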
Vc quorum ag: induces V. cholerae light production without autoinducers; hit rate 0.16% among 350,000; activation, % at 18.7 µM; AID 588436; V. cholerae BH1578 lux reporter, luminescence, 6 h; in the data active = activation mostly above about 9.7%, no sharp cut-off; inconclusive = no clear call, values can overlap the other calls; inactive = mostly below about 3.7%; note: not every result past the cut was called active; inactives centre near 0; reference of the scale not given here
DUSP3 inh: DUSP3 (human) phosphatase inhibition. P51452. recombinant VHR phosphatase, pNPP absorbance. inhibition, % at 13.3 µM. hit rate 0.52% among 290,000. AID 1654; in the data active = inhibition above about 50%; note: some compounds called inactive have numbers as strong as hits
Target sequence (P51452 whole entry, looked up): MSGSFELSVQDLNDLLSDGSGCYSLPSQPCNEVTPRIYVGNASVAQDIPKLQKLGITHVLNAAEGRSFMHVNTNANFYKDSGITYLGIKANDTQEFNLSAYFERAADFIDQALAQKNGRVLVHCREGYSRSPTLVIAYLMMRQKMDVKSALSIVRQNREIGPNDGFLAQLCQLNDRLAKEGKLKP
FBA Mtb inh: inhibitors of M. tuberculosis fructose-bisphosphate aldolase | purified M. tuberculosis FBA, fluorescence read-out | inhibition, % at 1 µM | P9WQA3 | AID 588726 | hit rate 2.3% among 360,000; in the data active = inhibition above about 27%;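 note: 0% = vehicle and 100% = reference inhibitor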
Target sequence (P9WQA3 whole entry, looked up): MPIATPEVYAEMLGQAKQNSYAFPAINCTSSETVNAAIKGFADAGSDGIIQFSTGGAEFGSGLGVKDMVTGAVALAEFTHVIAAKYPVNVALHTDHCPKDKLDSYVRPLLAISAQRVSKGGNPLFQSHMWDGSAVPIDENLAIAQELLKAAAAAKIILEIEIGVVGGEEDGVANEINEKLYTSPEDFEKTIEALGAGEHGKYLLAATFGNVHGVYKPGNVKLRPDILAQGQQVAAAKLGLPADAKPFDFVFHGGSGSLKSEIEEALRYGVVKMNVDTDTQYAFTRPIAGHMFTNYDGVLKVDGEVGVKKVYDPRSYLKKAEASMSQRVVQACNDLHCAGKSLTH
BioA inh: BioA (M. tuberculosis) enzyme inhibition. purified M. tuberculosis BioA enzyme, plate reader. inhibition, % at 9.99 µM. hit rate 0.096% among 360,000. AID 602481; in the data active = inhibition above about 40%; inconclusive = no clear call, values can overlap the other calls
Numbers without * were called inactive; i = inactive; ? = inconclusive; · = no result given; & = joins results of further samples. A portion of the library; rates above refer to the full screens.

canonical_smiles	FBA Mtb inh	Mtb UGM inh	Rv3671c inh	DUSP3 inh	MazF activator	GDH-TPI counter	SARS 3CLpro inh	Vc quorum ag	BioA inh	PriA SSB inh
C[C@@H](CC#N)CN1CC[C@H](C(C)(C)C)CCC1=O	4	-0.6	5	-18	2	7	-4	0.5	-1.0	-2
CCn1c(SCC(=O)N(C)CC(=O)Nc2cccc(OC)c2)nnc1-c1ccco1	-2	-0.7	1	·	-7	1	·	-14	-1.1	-7
O=C(c1ccc(Cl)cc1Cl)N1CCc2ccccc21	-1	2.8	5	19	5	-2	0	-0.2	1.7	-10
Cc1ccc(C)c(NC(=S)N2CCC(NC(=O)c3ccc(F)cc3)CC2)c1	1	2.5	3	-7	3	1	2	-0.6	-0.6	5
COC(=O)c1ccc(/C=N/NC(=O)CNc2cccc(C)c2)cc1	-1	-0.7	-3	2	4	-3	3	-0.2	·	·
COc1ccc(S(N)(=O)=O)cc1C(=O)N1CCCC1	-7	3.1	-3	-3	9	-3	0	i	·	-12
Cc1ccc(NC(=O)N2Cc3ccccc3CC2C(=O)NC(C)(C)C)cc1 (centres undefined)	0	-3.3	6	12	-8	-11	2	0.6	-2.1	-8
COc1ccc(Cl)cc1NC(=O)CSc1nnc(CNC(=O)c2cccs2)o1	-2	-3.2	1	1	10	3	-4	-0.5	2.5	-7
CC(C)Cc1ccc(CN2CCCC(NC(=O)CCN3CCCO3)C2)cc1 (centres undefined)	-1	3.1	2	-3	3	-1	-1	i	1.0	-2
Cc1ccc(-c2noc(CSc3nnc(-c4ccccc4)n3C)n2)cc1	2	2.3	4	-5	-6	11	-4	-0.4	·	9
COC(=O)C1=C(C)N(c2ccc(Cl)cc2)/C(=C/c2ccc(O)cc2)C1=O	-5	-2.9	-3	18	24	5	0	-0.6	·	-12
CCOP(=O)(OCC)C(Nc1cccc([N+](=O)[O-])c1)c1ccc(N(C)C)cc1 (centres undefined)	-1	1.4	0	13	-2	7	-1	i	-0.8	24
O=C(O)c1ccc(-n2nnnc2Oc2cccc3cccnc23)cc1	-1	2.9	0	15	8	10	-1	-0.4	-2.6	-9
Cc1nc(N)sc1C(=O)N/N=C/c1cccnc1	-2	1.8	10	1	-2	18	1	-0.4	·	·
CCCc1c(OCCCCc2nn[nH]n2)ccc(C(C)=O)c1O	0	-1.9	5	-3&30	-5	1	3&-2	6.2	18	-7
Cc1ccc(S(=O)(=O)N2C[C@H]3[C@H]4C(=O)N(c5ccccc5)C(=O)[C@H]4C[C@H](OC(=O)NCc4ccco4)[C@@]3(O)C2)cc1	-5	·	·	·	-9	0	·	i	-0.2	·
COc1ccccc1CNC(=O)c1c(-c2ccccc2Cl)noc1C	-1	0.9	6	21	-3	-11	-4	-0.1	0.0	-3
O=C(O)CCSc1nnc(COc2ccc(Cl)cc2)n1-c1ccccc1	2	0.1	-5	-16	1	-12	-1	-0.3	5.1	-3
CN1CCN(C2=CC3=CC(=C(C#N)C#N)CCC3CC2)CC1 (centres undefined)	-41	·	·	2	·	-2	-50	-0.5	·	-5
Nc1ccc(C(=O)N/N=C\c2cc(N=Nc3cccc4ccccc34)ccc2O)cc1	-13	0.6	8	30	13	16	-7	-0.3	0.5	·
O=C(c1ccc(Cl)cc1)N1CCC(c2nc(-c3cccs3)no2)CC1	-1	4.7	5	39	3	-6	0	-0.2	0.1	-5
Cc1ccc(S(=O)(=O)N2CCN(C(=O)c3cc4c(s3)CCCC4)CC2)cc1	0	-0.9	0	·	3	-5	·	-7.1	-0.9	-5
O=C(CSc1nnc(-c2ccccc2Cl)o1)N1CCCCC1	0	1.1	5	2	5	-6	1	0.2	2.8	-17&-4
CCN(c1ccc(OC)cc1)S(=O)(=O)N1CCCC(C(=O)NCc2ccccc2Br)C1 (centres undefined)	-3	-1.3	6	23	3	3	-1	-0.4	1.5	9
Cc1cccc(OCCCC(=O)Nc2ccccc2C(F)(F)F)c1	0	-2.8	3	0	11	-6	4	-0.7	-1.1	-15
COc1ccc(CCN(Cc2nc3ccccc3c(=O)[nH]2)C(=O)c2ccco2)cc1OC	2	0.5	8	-12	5	-3	-9	i	-2.4	-19
Cc1ccccc1NC(=O)Cc1nc(COC(=O)c2cccc(C)c2O)cs1	-2	-1.5	-7	26	2	6	3	-0.4	-0.1	0
CC1CCCCN1Cc1ccc(N(C)C)cc1 (centres undefined)	-6	-1.7	-1	14	-1	11	0	i	-1.7	-10
COc1ccc(OCC(O)CN2C(=O)c3ccccc3C2=O)cc1 (centres undefined)	2	-1.3	4	14	16	0	-1	i	-1.3	-43
CN(CC(=O)Nc1ccccc1Cl)C(=O)c1cccc(-n2cccc2)c1	-1	4.4	2	·	-2	10	·	14	-0.3	2
CCCN1CCN(C(=O)c2oc3ccccc3c2NC(=O)C2CC2)CC1	3	-0.6	-4	-17	-11	9	6	-0.3	-1.9	-12
Cc1cc(C)c(C#N)c(SCc2[nH]nc3c2C(c2ccccc2)C(C#N)=C(N)O3)n1 (centres undefined)	0	-1.2	-3	-10	-15	8	0	-3.8	1.7	10
COc1cccc(COC(=O)C2CCN(C(=O)c3ccccc3C)CC2)c1OC	3	0.8	10	62	3	0	9	-0.1	-1.8	-5
CCN(CC)C(=O)COc1coc(CN2CCN(c3cccc(Cl)c3)CC2)cc1=O	-7	-5.5	0	2	-2	-4	-5	-0.3	-0.6	-23
COc1ccc(N2CCN(Cc3csc(C)c3-c3ccc(C)cc3)CC2)cc1	-1	1.1	3	10	5	-2	-2	-0.6	1.3	91*
COC(=O)C1=C(C)N(c2ccc(F)cc2)C(=O)C1	-4	-0.5	-10	-11	1	-8	-2	·	-1.5	-4
Cc1cc(C(=O)NCc2cc(C(=O)O)oc2C)c(C)o1	-1	0.8	2	-20	3	10	-5	17*	0.4	-16
O=S(=O)(Nc1cccc2ccccc12)N1CCCC1	28*	5.2	-2	-14	10	-5	4	i	-0.8	-10
CC(=O)Nc1ccc(C(=O)N2CCCCC2c2cc(C(=O)Nc3cccc(C#N)c3)no2)cc1 (centres undefined)	-4	·	·	·	·	1	·	-3.3	-1.2	·
CC(C)Oc1ccc(F)cc1-c1cc(C(=O)Nc2ccc(C(C)(C)C)cc2)[nH]n1	2	·	·	·	·	9	·	0.4	-0.2	·
Cc1ccc(NC(=O)CNCc2ccccc2)c(Br)c1	3	1.5	4	8	-3	-8	0	i	·	-26
CSc1cccc(NC(=S)NN(C)C)c1	-1	6.0	0	17	-5	-15	4	i	-0.7	4
O=C(COC(=O)C1CC2C=CC1C2)Nc1c(Br)cc([N+](=O)[O-])cc1Br (centres undefined)	-2	-0.7	3	·	14	2	·	-4.3	-0.2	-11
CC[C@@H](C)[C@H](NC(=O)Cc1c(C)c2c(cc(C)c3c(C)c(C)oc32)oc1=O)C(=O)O	27	-2.6	·	9	9	10	6	i	-0.5	-7
CSc1ccc(C(c2c(O)c3ccccc3oc2=O)c2c(C)n(C)n(-c3ccccc3)c2=O)cc1 (centres undefined)	10	2.5	2	4	2	4	4	i	-2.1	-1
CCOc1ccccc1CNC(=O)Cn1ccc2cc(S(=O)(=O)N3CCCC3)ccc21	0	-3.2	-3	-2	5	-6	1	-0.2	-1.2	2
O=C(c1cc(C2CC2)nn1-c1ccccc1)N1CCN(S(=O)(=O)c2ccccc2F)CC1	3	·	·	·	2	1	·	i	-1.9	·
COc1ccc(CCNC(=O)CN2c3cccc4cccc(c34)S2(=O)=O)cc1OC	1	1.0	-2	17	4	16	2	-5.6	-0.3	7
O=S(=O)(Nc1ccc(Br)cn1)c1ccc2ccccc2c1	1	5.4	-2	0	-11	7	6	-0.1	-0.3	-2
Cc1cc(C(=O)NNC(=O)Cc2ccc(Cl)c(Cl)c2)c(C)o1	0	·	·	·	0	1	·	14	-3.1	10
Cc1noc(N)c1C(=O)Nc1ccc(F)c(Cl)c1	-1	-2.1	-2	24	-1	-1	1	-0.3	4.9	-13
CCOc1ccc(/C=C(\C#N)C(=O)NC2CC2)c(OCC)c1	-1	-1.2	5	·	12	15	·	-0.4	·	0
CC(C)NC(=O)COc1ccccc1C#N	0	-0.8	-1	-5	-3	-5	2	-0.2	·	-5
CC(C)N(Cc1ccccc1)CC(O)COc1ccc(S(=O)(=O)N2CCOCC2)cc1Cl (centres undefined)	-2	1.3	-5	22	13	-2	4	-0.3	-0.8	4
O=C(NC1CCCC1)C(c1ccncc1)N(C(=O)Cn1nnc(-c2ccccc2F)n1)c1cccc(F)c1 (centres undefined)	-2	0.4	-3	22	7	5	4	-0.2	-2.1	-4
CCC(C)Nc1nc(-c2ccc3c(c2)NC(=O)CO3)cs1 (centres undefined)	2	-3.0	-4	15	3	7	-6	-5.6	-2.8	1
CC(=O)c1ccc(Nc2c3c(c(C#N)c4nc5ccccc5n24)CCC3)cc1	·	-1.0	6	-3	·	·	4	·	·	·
Fc1c(F)c(F)c(N=Cc2ccc3ncccc3c2)c(F)c1F	-5	-5.5	-2	5	4	-1	0	·	·	-5
CC12CCC(=O)N1C(C(=O)N1CCN(S(=O)(=O)c3cccc(C(F)(F)F)c3)CC1)CS2 (centres undefined)	2	·	11	·	5	-4	·	i	-0.6	-1
N#CC1=C(S)N(c2ccc(F)cc2)C(c2cccs2)NC1=O (centres undefined)	-1	·	·	39	2	1	3	-0.4	·	-6

Carrying on:
canonical_smiles	FBA Mtb inh	Mtb UGM inh	Rv3671c inh	DUSP3 inh	MazF activator	GDH-TPI counter	SARS 3CLpro inh	Vc quorum ag	BioA inh	PriA SSB inh
CC(=O)N/C(=C\c1ccccc1)C(=O)OCC(=O)c1c(N)n(CC(C)C)c(=O)n(C)c1=O	2	3.9	-2	·	1	6	·	-2.0	·	-5
O=C(Cc1ccccc1)NCC(=O)OCC(=O)c1ccccc1Cl	1	3.9	7	-19	7	11	-2	i	1.3	-4
COC(=O)c1ccc(NC(=O)CSc2nc(N)c(NC(=O)c3ccc(Br)o3)c(=O)[nH]2)cc1	0	-1.2	-15	24	7	6	4	i	-1.3	-2
CCOC(=O)c1nn(-c2cccc(C)c2)c2nnc(Cc3ccc(C)cc3)c(=O)n12	2	-0.5	11	8	10	8	-2	i	·	4
CCc1cc(-c2n[nH]c(C)c2-c2nc(C)cs2)c(O)cc1OC	1	-1.7	-1	28	5	2	3	-1.0	·	9
Cc1noc(C)c1COc1ccccc1C(=O)NC(C)CCc1ccccc1 (centres undefined)	2	·	·	·	1	-2	·	-0.3	-1.0	-9
CCN(CC)C(=O)C(=O)c1cccn1-c1ccc(C#N)cc1	1	-4.5	3	7	-5	5	4	i	·	-12
COc1ccc(CCN=c2c([N+](=O)[O-])nn(-c3cccc(C)c3)n2O)cc1OC	-1	2.5	-11	24	-1	21	6	0.7	·	32
C(=N\n1cnnc1)/c1cccnc1	1	?	3	24	4	7	3	i	-1.3	·
COc1ccc(NC(=O)COC(=O)Cc2ccc(Br)cc2)cc1	0	0.4	-4	13	-17	9	3	i	·	-6

Molecules shown so far that have a COOH group (4):
canonical_smiles	FBA Mtb inh	Mtb UGM inh	Rv3671c inh	DUSP3 inh	MazF activator	GDH-TPI counter	SARS 3CLpro inh	Vc quorum ag	BioA inh	PriA SSB inh
O=C(O)c1ccc(-n2nnnc2Oc2cccc3cccnc23)cc1	-1	2.9	0	15	8	10	-1	-0.4	-2.6	-9
O=C(O)CCSc1nnc(COc2ccc(Cl)cc2)n1-c1ccccc1	2	0.1	-5	-16	1	-12	-1	-0.3	5.1	-3
Cc1cc(C(=O)NCc2cc(C(=O)O)oc2C)c(C)o1	-1	0.8	2	-20	3	10	-5	17*	0.4	-16
CC[C@@H](C)[C@H](NC(=O)Cc1c(C)c2c(cc(C)c3c(C)c(C)oc32)oc1=O)C(=O)O	27	-2.6	·	9	9	10	6	i	-0.5	-7
